Compound activity: PubChem BioAssay, several laboratories
TbMetRS inhib: blocks T. brucei methionyl-tRNA synthetase activity. purified T. brucei MetRS, ATP depletion, Kinase-Glo luminescence. inhibition, % at 11.9 µM. 360,000 tested, 0.4% active;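 active = inhibition above a per-plate cutoff of the control wells' mean inhibition plus 3 SD, cut at about 5.5% in these data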;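 also: 0% = DMSO wells median and 100% = median of wells with control inhibitor compound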
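Test system: purified T. brucei MetRS enzyme. Also added: ATP, methionine and E. coli bulk tRNA substrates. Compound: 11.9 µM single point. Schedule: 15 min enzyme-compound preincubation, 2 h reaction, 10 min detection, 25 °C. Signal: luciferase luminescence of residual ATP, Kinase-Glo. Evaluation: percent inhibition versus plate control medians. Controls: DMSO wells, low control.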
MsrA inh: inhibitors of bovine MsrA. 360,000 tested, 0.75% active. purified bovine MsrA, absorbance read-out. inhibition, % at 15.5 µM; in the data active = inhibition above about 4.5%;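 also: 0% = vehicle wells with enzyme and 100% = reference inhibitor wells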
STEP inh: blocks human striatal-enriched tyrosine phosphatase | P54829 | recombinant STEP, OMFP fluorogenic substrate, fluorescence | inhibition, % at 20 µM | 360,000 tested, 0.25% active | AID 588621;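 active = inhibition at 20 µM, scaled per plate between control wells, above about 37%, limit read from the data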;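 also: 0% = DMSO with enzyme and substrate and 100% = substrate only without enzyme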
Target sequence (P54829 whole entry, looked up): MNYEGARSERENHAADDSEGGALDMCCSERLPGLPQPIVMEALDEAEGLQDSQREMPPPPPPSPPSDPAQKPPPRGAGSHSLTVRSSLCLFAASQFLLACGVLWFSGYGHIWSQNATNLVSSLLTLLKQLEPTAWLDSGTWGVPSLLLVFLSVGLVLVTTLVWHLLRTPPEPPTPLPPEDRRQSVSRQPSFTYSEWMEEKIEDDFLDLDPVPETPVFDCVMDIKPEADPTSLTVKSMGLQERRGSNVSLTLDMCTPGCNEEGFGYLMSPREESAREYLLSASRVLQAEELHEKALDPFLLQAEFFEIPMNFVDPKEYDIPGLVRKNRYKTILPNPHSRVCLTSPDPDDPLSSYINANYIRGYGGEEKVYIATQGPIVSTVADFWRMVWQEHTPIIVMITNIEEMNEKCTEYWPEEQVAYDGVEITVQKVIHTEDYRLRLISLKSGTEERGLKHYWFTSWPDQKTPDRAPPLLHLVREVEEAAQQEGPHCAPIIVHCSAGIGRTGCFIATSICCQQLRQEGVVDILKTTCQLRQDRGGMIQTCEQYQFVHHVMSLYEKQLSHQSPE
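Assay system: isolated STEP enzyme / Timing: 20 min at room temperature, dark / Doses: 20 µM, 1% DMSO / Technique: fluorescence intensity, excitation 480 nm, emission 540 nm / Reagent: fluorogenic phosphatase substrate OMFP at 25 µM final / Measure: percent inhibition scaled to no-enzyme and uninhibited-enzyme controls, plate-pattern corrected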
LMPTP inh: LMPTP (human) inhibition; recombinant LMPTP-A, OMFP fluorogenic substrate, fluorescence intensity; P24666; 360,000 tested, 0.22% active; inhibition, % at 20 µM;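 active = compounds that cut the enzyme signal by at least half of the control window in the single-dose screen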;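 also: plate controls were DMSO wells with enzyme plus substrate for no effect and substrate without enzyme for full effect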
Target sequence (P24666 whole entry, looked up): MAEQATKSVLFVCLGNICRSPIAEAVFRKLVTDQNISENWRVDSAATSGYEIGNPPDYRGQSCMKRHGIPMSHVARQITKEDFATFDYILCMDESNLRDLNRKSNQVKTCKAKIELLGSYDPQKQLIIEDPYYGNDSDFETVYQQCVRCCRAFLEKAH
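Material: LMPTP-A; amount: 0.625 nM enzyme; doses: single 20 µM dose; times: reaction 50 min, room temperature, dark; technique: fluorescence intensity of OMFP turnover product; benchmarks: no-enzyme and uninhibited controls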
DNMT1 inh: inhibitors of human DNMT1; inhibition (reported as % activation of signal), % at 10 µM; P26358; 360,000 tested, 0.83% active; DNMT1 molecular beacon, Hinp1I cleavage, fluorescence; in the data active = inhibition above about 50%
NRP1-CendR mod: modulators of CendR peptide binding to human neuropilin-1; O14786; FAM-RPARPAR peptide binding to NRP-1, fluorescence polarization; inhibition, % at 25 µM; 360,000 tested, 0.85% active; AID 602438;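 active = inhibition or corrected inhibition above about 18%, plus a signal ratio from 0.5 to 1.5, limit read from the data, passing the limit was not always enough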; also: strong numbers were not always called active
Scp1 inh: Scp-1 (human) phosphatase inhibition; Recombinant Scp1, phosphopeptide, malachite green phosphate absorbance; inhibition, % at 20 µM; 340,000 tested, 0.88% active; AID 493091;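 active = inhibition above about 50% at 20 µM, limit read from the data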;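 also: plate controls were DMSO wells with enzyme for no effect and wells lacking enzyme for full effect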
Target sequence (Q9GZU7 76-261 limits assumed): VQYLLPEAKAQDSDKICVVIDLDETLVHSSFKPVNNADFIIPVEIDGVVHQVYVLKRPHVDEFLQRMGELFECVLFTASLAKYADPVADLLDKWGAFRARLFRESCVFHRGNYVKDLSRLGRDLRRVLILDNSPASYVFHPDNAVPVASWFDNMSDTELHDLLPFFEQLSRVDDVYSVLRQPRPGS
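System: truncated SCP-1 phosphatase (76-261aa); medium: Tris acetate buffer pH 5.5 with MgCl2 and Tween-20; incubation: 45 min room-temperature reaction, 5 min colour, 30 min stabiliser; compound: single 20 µM dose, 1% DMSO; reagent: Phosphorylated 17-residue peptide substrate; read-out: % inhibition at 20 µM; technique: colorimetric free-phosphate detection, absorbance 630 nm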
MsrA act: bovine methionine sulfoxide reductase A activation; purified bovine MsrA, absorbance read-out; activation, % at 10.6 µM; 360,000 tested, 0.3% active; AID 602163; in the data active = activation above about 7.5%;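 also: 0% = vehicle and 100% = reference activator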
SUMO1-SIM PPI: SUMO1-SIM interaction modulation. P63165. inhibition, % at 20 µM. 360,000 tested, 0.33% active. SUMO1 binding to a labelled peptide, TR-FRET, 1 h; in the data active = inhibition above about 37%
Target sequence (P63165 whole entry, looked up): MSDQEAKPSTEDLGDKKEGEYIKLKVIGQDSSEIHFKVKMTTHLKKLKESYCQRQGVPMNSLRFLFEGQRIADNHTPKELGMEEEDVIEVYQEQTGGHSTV
eLon inh: inhibitors of E. coli Lon protease; P0A9M0; purified E. coli Lon protease, fluorescence polarization; inhibition, % at 7.94 µM; 360,000 tested, 0.42% active; in the data active = inhibition above about 13%, passing the limit was not always enough;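 also: 0% = enzyme with probe and DMSO and 100% = no enzyme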
Numbers without * were called inactive; . = no result given.

Values run as follows: MsrA act	TbMetRS inhib	DNMT1 inh	NRP1-CendR mod	MsrA inh	SUMO1-SIM PPI	LMPTP inh	STEP inh	Scp1 inh	eLon inh
> CCCS(=O)(=O)N1CCN(C(=O)c2cccnc2)CC1
  -1	0.0	0	7	-0.7	12	-1.8	-3	-15	1
> COc1ccc(C(=O)NCc2ccccc2CN2CCCC2)cc1S(=O)(=O)N1CCOCC1
  -4	-0.2	1	6	-0.8	2	-0.2	-1	-5	-7
> Cc1cccc(C)c1NC(=O)CNC(=O)c1c(C)nn(-c2ccccc2)c1C
  -6	-0.5	0	8	-0.4	3	-1.3	-1	1	-5
> O=C(NC(=S)Nc1ccc(CN2CCOCC2)cc1)c1ccccc1[N+](=O)[O-]
  -2	-0.2	3	0	1.3	-12	-1.1	4	-6	-5
> CCOc1cc(-c2cc(-c3ccc(OC)cc3)nc(N)c2C#N)ccc1O
  -2	0.0	-27	-22	0.5	-1	2.2	-5	0	-5
> N#Cc1c(-c2ccccc2)nc(SCc2nc(N)nc(N3CCCCC3)n2)[nH]c1=O
  -3	-0.2	1	-1	-0.9	5	-1.1	2	3	-8
> O=c1cnn(-c2ccc(Cl)cc2Cl)c(-c2ccccc2)c1
  5	0.1	1	5	0.4	0	1.2	2	-14	-2
> O=[N+]([O-])c1ccc(NC(=S)NCCc2ccccc2)cc1
  1	0.2	6	2	2.6	-18	0.5	2	-11	-4
> COc1ccc(CCNC(=O)c2cccc(S(=O)(=O)N3CCCC3)c2)cc1OC
  -2	-0.3	-1	1	0.0	6	0.1	4	-3	0
> Cc1ccc(CSc2nnc([C@@H]3CCCN3C(=O)OC(C)(C)C)o2)cc1
  -10	-1.2	3	22	-0.8	9	1.9	-4	-19	1
> O=C1NC[C@H](Cc2ccccc2)N(CC2CCN(CCCCc3ccccc3)CC2)C1=O
  -1	0.5	4	1	-0.1	-5	-0.5	-3	-2	-6
> CCC(=O)Nn1cnc2c(c1=O)C1(CCCCC1)Cc1ccccc1-2
  -3	-0.3	2	3	0.8	0	1.4	-4	-5	-3
> CN(Cc1cn(C)nc1-c1ccccc1F)C1CCOC1 (centres undefined)
  -7	-1.1	1	2	0.1	0	-0.1	-6	-5	4
> O=C(COC(=O)c1ccc([N+](=O)[O-])s1)Nc1cccc(S(=O)(=O)NC2=NCCCCC2)c1
  9.8*	-0.8	10	-44	2.8	20	-1.2	6	-2	-6
> CCCOc1ccc(C(=O)Nc2cc(S(=O)(=O)N3CCOCC3)ccc2N2CCOCC2)cc1
  -1	-0.4	-2	15	0.0	0	-0.3	2	-10	3
> CCC(c1ccccc1)c1nnc(NC(=O)c2ccco2)s1 (centres undefined)
  2	-0.3	-2	0	0.1	4	0.2	2	-14	3
> Cc1ccc(NC(=O)CCC(=O)NNC(=O)NC2CCCCC2)c(C)c1
  -3	-0.6	4	-3	-0.7	3	-0.5	-3	2	2
> Cc1ccccc1OCC(=O)NNC(=O)C1CCCCC1C(=O)O (centres undefined)
  -3	-0.4	-8	-6	0.3	1	-1.7	-3	-12	5
> COc1ccc(CCNC(=O)COC(=O)/C=C/c2cc(OC)c(OC)c(OC)c2)cc1OC
  -4	-0.8	-1	3	0.9	-8	-1.7	-3	-8	-1
> Cc1ccc2cccc(OCC(=O)NCCC3=CCCCC3)c2n1
  -8	-0.4	1	1	.	-2	-0.9	-3	2	2
> Cc1ccc(NC(=O)CCC(=O)NN=Cc2ccc(C)o2)c(C)c1
  -1	-0.5	8	-2	0.1	-13	-1.4	-2	.	4
> C=CCn1c(=NC(=O)c2cccs2)sc2cccc(OC)c21
  -5	-0.6	-1	4	3.0	-3	3.9	0	-20	-3
> O=C(NCc1ccc(F)cc1)c1cccc2c1C(=O)c1ccc(N3CCC(Cc4ccccc4)CC3)cc1S2(=O)=O
  -1	-0.1	18	148	0.1	-43	0.7	-32	-11	-25
> COc1ccc(C)c(NC(=O)NCCc2cnc[nH]2)c1
  -5	-0.9	2	10	-1.1	0	-3.2	0	0	2
> O=C(NCC1CCN(Cc2cccc(Cl)c2)CC1)C1CCCN(c2ncnc3c2nc2n3CCCCC2)C1 (centres undefined)
  0	0.6	-2	10	-0.2	8	0.7	1	-11	-5
> O=c1nc(N2CCCC2)nc(Nc2ccccc2)[nH]1
  -2	0.0	1	-10	1.0	2	1.3	2	6	-8
> CCOC(=O)C1=C(C)NC2=C(C(=O)C(C(=O)OCC)C(c3ccccc3OC)C2)C1c1ccccn1 (centres undefined)
  -9	0.4	-2	-10	-0.2	-9	-0.9	-3	-14	-2
> CCCN1C(=O)/C(=C\C=C2/C=CN(CC)c3ccccc32)SC1=S
  -3	0.2	-1	-7	0.6	-12	4.8	7	6	5
> O=C(N/C(=C\c1ccc([N+](=O)[O-])cc1)C(=O)N1CCOCC1)c1ccccc1
  -7	-0.6	-2	11	4.6*	-25	-1.3	-1	-6	-1
> CCN(C(=O)CSc1nnc(Nc2ccccc2C)s1)C1CCS(=O)(=O)C1 (centres undefined)
  -8	-0.9	1	5	0.7	0	-1.9	-3	0	-5
> COc1ccc(-n2nnc3c(SCC(=O)c4ccccc4)ncnc32)cc1
  1	0.0	-2	-5	-0.5	-6	4.1	1	-12	-8
> O=C(Nc1cccc(Cl)c1)Nc1ccccc1NS(=O)(=O)c1cccs1
  -2	-0.1	-10	6	0.2	5	2.5	-6	-13	4
> O=c1c(-c2nc3ccccc3s2)cccn1Cc1ccccc1
  -1	-0.5	-7	-1	0.2	-17	1.7	-3	-9	-13
> CNC(=O)/C(C#N)=C/c1cc(C)n(-c2ccc(N3CCOCC3)cc2)c1C
  -2	0.1	-1	-18	0.2	-19	-0.9	0	-2	-3
> COc1ccc(N2C(=O)CSC2c2ccccc2)cc1 (centres undefined)
  2	-0.5	0	2	1.8	1	0.0	-2	-10	1
> Cc1nc2ccc(C(=O)Nc3ccc4nc[nH]c4c3)cc2[nH]1
  -3	-0.7	2	1	0.8	9	-0.8	-3	-6	2
> O=C(Nc1ccc2nc3n(c(=O)c2c1)CCCC3)c1cccc([N+](=O)[O-])c1
  -5	1.1	0	8	-0.2	-5	0.8	3	-16	6
> Cc1ccc(C(=O)Nn2cnnc2)cc1S(=O)(=O)N1CCOCC1
  -9	-0.7	3	6	-1.3	0	-2.3	-2	14	-3
> CCCC1(C(=O)OCC)NC(c2ccc(OC)cc2OC)C2C(=O)N(c3ccccc3)C(=O)C21 (centres undefined)
  -3	-1.3	0	-5	-0.8	-1	-1.5	2	-6	7
> N#Cc1cn(CCOC(=O)c2cccc(C(F)(F)F)c2)c(=O)[nH]c1=O
  -3	0.7	0	4	0.1	2	0.0	0	-3	-3

Some of these compounds in order of the MsrA inh value, lowest first:
Values run as follows: MsrA act	TbMetRS inhib	DNMT1 inh	NRP1-CendR mod	MsrA inh	SUMO1-SIM PPI	LMPTP inh	STEP inh	Scp1 inh	eLon inh
> COc1ccc(C)c(NC(=O)NCCc2cnc[nH]2)c1
  -5	-0.9	2	10	-1.1	0	-3.2	0	0	2
> O=C(NCC1CCN(Cc2cccc(Cl)c2)CC1)C1CCCN(c2ncnc3c2nc2n3CCCCC2)C1 (centres undefined)
  0	0.6	-2	10	-0.2	8	0.7	1	-11	-5
> O=c1c(-c2nc3ccccc3s2)cccn1Cc1ccccc1
  -1	-0.5	-7	-1	0.2	-17	1.7	-3	-9	-13

(listing goes on)
Values run as follows: MsrA act	TbMetRS inhib	DNMT1 inh	NRP1-CendR mod	MsrA inh	SUMO1-SIM PPI	LMPTP inh	STEP inh	Scp1 inh	eLon inh
> COc1ccc(/C=N\NC(=O)C2=NNC(=O)C2C)cc1 (centres undefined)
  -3	-0.3	5	4	1.1	-1	-0.5	-2	-9	-9
> COc1cccc(/C=N/NC(=O)C(=O)NCc2cccnc2)c1OC
  -4	-0.5	0	-4	1.9	-1	-0.7	0	-12	-11
> OCC1OC(n2nc3ccccc3n2)C(O)C(O)C1O (centres undefined)
  -1	-0.4	0	1	-1.0	0	0.4	-3	-1	1
> CCc1cc2ccc(C)cc2nc1SCC(=O)c1ccc(NC(C)=O)cc1
  -1	0.4	-11	-10	1.9	2	4.3	2	-5	-1
> COc1ccc(C=C2SC(=S)N(CCCC(=O)Nc3ccc(C(=O)O)c(O)c3)C2=O)cc1OC
  -3	1.5	-12	-114	1.3	-10	10	0	.	-42
> Cc1cccc2c1nc(-c1ccccc1)n1cnnc21
  0	-0.3	1	5	0.0	1	0.2	0	-11	-1
> COc1ccc(C(=O)C2CCCN(Cc3cccn3-c3cccnc3)C2)cc1OC (centres undefined)
  -1	-0.4	1	9	-0.9	1	0.8	-1	-7	4
> CCOC(=O)c1c(NC(=O)CSC(=S)N2CCOCC2)sc(C)c1C
  0	-0.1	1	-10	-1.6	4	0.0	2	-7	-1
> CCCC(=O)N1CCN(c2ccc(NC(=O)c3ccc(OCC)c([N+](=O)[O-])c3)cc2)CC1
  0	0.0	-5	-10	0.1	-8	1.1	-5	-4	5
> CCNC(=O)c1cc2c(c(-c3cccc(-c4cccc(C(=O)N(C)C)c4)c3)n1)[C@H](CCO)N(S(=O)C(C)(C)C)C2 (some centres undefined)
  -1	0.4	-35	-48	-0.7	0	0.2	-1	.	-27
> O=C(Nc1ccc(-c2nc3ccccc3o2)cc1)c1ccc(N2C(=O)C3C4C=CC(C4)C3C2=O)cc1 (centres undefined)
  -1	-0.9	48	-8	0.6	-7	0.0	1	-4	7
> COc1cccc(NC(=O)CSc2ccc3nnc(-c4ccccn4)n3n2)c1
  -3	-0.1	-2	-4	0.2	16	-0.6	-1	-2	1
> COc1ccc2c(c1)c(/C=N/Nc1ccc(C(=O)O)cc1)c(C)n2C
  -3	-0.3	-1	-18	1.3	-2	1.4	1	0	-1
> COc1ccc(/C=N/OC(=O)Nc2ccccc2)cc1[N+](=O)[O-]
  -5	-0.5	-1	5	-0.5	-15	-0.7	-2	-8	-17
> Cc1cc(-n2c(C)cc(C(=O)COc3ccc4ccc(=O)oc4c3)c2C)no1
  -2	-0.1	-5	-32	0.9	-3	1.4	1	-1	-8
> CCC(C)(C)NC(=O)CN(C(=O)CCC(=O)Nc1nccs1)c1cccc(C)c1
  0	-0.4	9	-2	-0.3	2	-0.8	-2	-6	-2
> CC(C)CC(=O)N1CCN(C(=O)c2ccco2)CC1
  -3	0.0	0	20	-0.6	-3	-0.1	-4	1	-6
> COc1ccc(C(=O)C(=O)N2CCN(C(=O)OCc3ccccc3)CC2)cc1
  .	-0.3	.	12	-0.6	-3	-1.3	.	.	.
> C/C(N)=C(/C#N)C(=O)CN1CCCCC1
  -9	-1.7	0	16	0.1	1	0.1	-4	-2	-9
